LRH-1 inv ag – NR5A2 inverse agonism in reporter assay | O00482 | HEK293T StAR-luciferase reporter, LRH-1 transfected, 24 h | inhibition, % at 3.6 µM | hit rate 0.13% among 360,000 | AID 602396;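 active = inhibition above the mean inhibition of all tested compounds plus 3 SD, cut at about 73% in these data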;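 note: 0% = DMSO wells and 100% = reporter-only cells lacking LRH-1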
Target sequence (O00482 whole entry, looked up): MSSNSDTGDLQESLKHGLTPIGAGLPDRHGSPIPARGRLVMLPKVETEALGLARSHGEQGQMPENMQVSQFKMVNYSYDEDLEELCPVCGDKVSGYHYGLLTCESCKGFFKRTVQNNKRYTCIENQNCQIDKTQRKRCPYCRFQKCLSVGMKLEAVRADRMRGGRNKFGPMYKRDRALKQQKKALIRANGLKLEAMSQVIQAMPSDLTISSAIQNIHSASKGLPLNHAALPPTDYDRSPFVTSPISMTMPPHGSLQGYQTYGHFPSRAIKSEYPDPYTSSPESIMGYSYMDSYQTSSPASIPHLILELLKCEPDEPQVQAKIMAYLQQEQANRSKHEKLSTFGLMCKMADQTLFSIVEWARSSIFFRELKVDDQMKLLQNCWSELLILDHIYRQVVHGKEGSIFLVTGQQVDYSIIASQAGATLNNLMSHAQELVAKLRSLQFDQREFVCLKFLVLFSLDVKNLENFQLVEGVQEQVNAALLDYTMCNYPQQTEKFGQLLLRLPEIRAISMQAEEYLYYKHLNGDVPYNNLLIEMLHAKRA
Shn3 inh set2 – reduces Shn3 3'UTR luciferase signal in osteoblasts; Clone20 osteoblast Shn3 3'UTR firefly luciferase, 24 h; inhibition, % at 12.5 µM; hit rate 0.52% among 360,000;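 active = mean inhibition of at least 75% with every replicate also reaching 75%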;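 note: 0% = median of neutral control wells and 100% = pilot-screen positive control compound; some compounds past the cut are filed as inactive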
TWEAK Fn14 block – TWEAK-Fn14 signaling inhibition | TWEAK-stimulated Fn14 reporter cells, luciferase luminescence, 8 h | inhibition, % at 10 µM | hit rate 2% among 360,000 | AID 1159606; in the data active = inhibition above about 50%
TROY NFkB inh – inhibitors of TROY-dependent NF-kB signaling; Q293 LMP1-TROYcd NF-kB luciferase reporter, 4 h; inhibition, % at 10 µM; hit rate 0.98% among 360,000; AID 1347056;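 active = compounds whose plate-normalised and pattern-corrected inhibition of the luciferase reporter signal at the single screening dose is 50% or more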
EBV LMP1 NFkB – inhibitors of Epstein-Barr LMP1-induced NF-kappaB reporter. LMP1-induced NF-kappaB luciferase reporter cells, luminescence. inhibition, % at 12.5 µM. hit rate 0.69% among 350,000. AID 504558; in the data active = inhibition above about 41%;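 note: 0% = neutral control wells and 100% = reference inhibitor control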
NR2F2 inh – inhibitors of human COUP-TFII (NR2F2). HEK293T NGFI-A luciferase reporter, luminescence. inhibition, % at 8.6 µM. hit rate 0.7% among 370,000. AID 686940;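 active = inhibition above a per-plate cutoff, mean inhibition of test wells between control levels plus 3 SD, cut at about 38% in these data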;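 note: cells cotransfected with COUP-TFII expression vector driving the NGFI-A reporter; 0% = median of COUP-TF2 test wells and 100% = reporter-only cells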
Target sequence (P24468 whole entry, looked up): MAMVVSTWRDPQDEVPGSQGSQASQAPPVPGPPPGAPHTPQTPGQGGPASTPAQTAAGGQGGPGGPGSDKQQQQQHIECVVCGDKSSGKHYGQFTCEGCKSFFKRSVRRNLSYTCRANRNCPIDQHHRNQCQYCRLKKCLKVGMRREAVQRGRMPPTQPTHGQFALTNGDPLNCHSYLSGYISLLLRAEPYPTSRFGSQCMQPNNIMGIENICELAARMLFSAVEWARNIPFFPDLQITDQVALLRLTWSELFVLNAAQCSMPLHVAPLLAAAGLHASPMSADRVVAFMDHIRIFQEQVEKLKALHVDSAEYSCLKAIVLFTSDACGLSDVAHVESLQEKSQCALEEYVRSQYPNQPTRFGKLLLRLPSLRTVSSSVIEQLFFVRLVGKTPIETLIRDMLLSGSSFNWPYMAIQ
CF NFkB block – inhibitors of cystic fibrosis induced NF-kB; KKLEB NF-kB-GFP reporter, PAF-induced, GFP fluorescence overnight; inhibition, % at 5 µM; hit rate 0.86% among 360,000;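 active = at least 50% inhibition at 5 µM, scaled per plate between neutral and stimulator controls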;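 note: PAF is a Pseudomonas aeruginosa culture filtrate used as stimulus; plate controls were PAF-stimulated DMSO wells for no effect and unstimulated DMSO wells for full effect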
KKLEB tox – CF airway cell cytotoxicity counter-screen. KKLEB CF airway cells viability, ATPlite luminescence, overnight; stronger effect = lower value; cells stimulated with P. aeruginosa culture filtrate. activity change (cytotoxicity), % at 5 µM. hit rate 0.36% among 360,000. AID 602141;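 active = corrected activity change at or below -50% at 5 µM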
C8 TRAIL sens – caspase-8 TRAIL sensitization; NB7+C8 cells + TRAIL, ATPlite viability luminescence; inhibition (viability loss, TRAIL sensitization), % at 10 µM; hit rate 1% among 360,000; AID 624354;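 active = compounds causing at least 50% loss of cell viability in the single-dose screen, relative to plate controls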
NCOA1 inh – inhibitors of human steroid receptor coactivator 1 (SRC1); hit rate 0.12% among 360,000; AID 588354; Q15788; HEK293 GAL4-SRC1 luciferase reporter, luminescence; inhibition, % at 3.6 µM;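 active = inhibition above the campaign mean plus 3 SD, with each screening campaign given its own cutoff, cut at about 60% in these data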;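 note: 0% = DMSO treated cells and 100% = gossypol at 36 µM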
SRC3 inh – inhibitors of human steroid receptor coactivator 3 (SRC3); HEK293 GAL4-SRC3 luciferase reporter, luminescence; hit rate 0.17% among 360,000; inhibition, % at 3.6 µM; Q9Y6Q9;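 active = inhibition above a per-campaign cutoff, the mean of all compounds plus 3 SD, cut at about 60% in these data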;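 note: 0% = DMSO-treated cells and 100% = gossypol-treated cells at 36 µM; higher means less SRC3-driven luciferase light from the GAL4 reporter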
Active calls of the source: *; . = not tested or not shown.

SMILES	LRH-1 inv ag	Shn3 inh set2	TWEAK Fn14 block	TROY NFkB inh	EBV LMP1 NFkB	NR2F2 inh	CF NFkB block	KKLEB tox	C8 TRAIL sens	NCOA1 inh	SRC3 inh
O=C(Cc1cccc(NC(=O)C2CCN(C(=O)C3CC3)CC2)c1)Nc1cccc(C(=O)N2CCCC2)c1	11.8	3.5	3.9	-0.3	-2.3	-5.2	-9.7	-10.3	-12.0	-7.0	-7.9
CN(CC(=O)Nc1ccccc1C(F)(F)F)C(=O)c1ccc2c(=O)n3c(nc2c1)CCC3	13.5	-4.6	-1.6	-2.0	-5.1	-3.7	-2.6	1.8	-1.0	1.2	8.8
CCOC(=O)c1c(-c2ccc(OC)c(OC)c2)csc1NC(=O)C1CCCO1 (stereo unspecified)	15.5	44.9	14.0	9.0	11.5	22.6	1.6	1.3	5.4	-7.4	-6.2
CCN(Cc1ccccc1)Cc1cccc([N+](=O)[O-])c1	3.0	0.7	15.7	14.4	1.8	-3.9	-6.5	-2.6	21.0	-6.6	0.9
COCOCCn1cc(CN2CCS(=O)(=O)N(Cc3ccc(-c4ccc(F)nc4)cc3)C(CC(C)C)C2=O)nn1 (stereo unspecified)	6.6	5.2	12.7	-3.2	-0.4	3.0	17.5	1.2	-5.2	1.5	8.0
CCC1(C)N=C(N)Nc2nc3cc(C)c(C)cc3n21 (stereo unspecified)	5.6	-27.5	6.1	-45.5	-14.4	-1.9	7.8	10.9	37.2	6.9	-14.9
NS(=O)(=O)c1ccc(CNC(=O)c2cccnc2Cl)cc1	-4.1	-9.7	12.6	2.4	-4.1	15.7	16.2	0.5	1.9	3.4	1.3
O=C(COc1ccc(/C=N/NC(=O)c2ccncc2)cc1)Nc1cccc([N+](=O)[O-])c1	15.5	-8.4	-4.4	-19.5	-11.0	-10.8	1.4	-13.4	-7.0	2.8	-14.5
c1ccc(C2=Nc3cccc4cccc(c34)N2)cc1	15.9	-4.5	0.1	12.6	2.6	17.2	-4.4	3.7	2.0	-7.0	8.8
COc1ccc(CNC(=O)c2ccc(-c3cnn(C)c3)c3ccoc23)cc1OC	-64.2	-5.9	-14.4	6.1	.	-24.6	-1.0	15.8	-19.2	-4.7	-48.9

Overlap with the part before: three compounds, followed by the next part.
SMILES	LRH-1 inv ag	Shn3 inh set2	TWEAK Fn14 block	TROY NFkB inh	EBV LMP1 NFkB	NR2F2 inh	CF NFkB block	KKLEB tox	C8 TRAIL sens	NCOA1 inh	SRC3 inh
O=C(COc1ccc(/C=N/NC(=O)c2ccncc2)cc1)Nc1cccc([N+](=O)[O-])c1	15.5	-8.4	-4.4	-19.5	-11.0	-10.8	1.4	-13.4	-7.0	2.8	-14.5
c1ccc(C2=Nc3cccc4cccc(c34)N2)cc1	15.9	-4.5	0.1	12.6	2.6	17.2	-4.4	3.7	2.0	-7.0	8.8
COc1ccc(CNC(=O)c2ccc(-c3cnn(C)c3)c3ccoc23)cc1OC	-64.2	-5.9	-14.4	6.1	.	-24.6	-1.0	15.8	-19.2	-4.7	-48.9
O=C(N1CCCCC1)N1CCN(C(=O)N2CCCCC2)CC1	8.3	-43.9	-5.9	-8.9	0.2	16.3	-19.7	10.1	3.2	-8.8	22.8
O=C(CNC(=O)C1CCCCC1)OCC(=O)c1ccc(F)cc1	-1.3	-9.3	1.9	9.5	-1.6	-7.2	6.1	-17.0	-18.8	-9.5	-7.8
COc1cc(NC(=S)N2CCN(S(=O)(=O)c3ccccc3)CC2)cc(OC)c1	-9.8	16.2	2.9	-6.2	-9.1	7.3	8.8	-0.7	-10.3	-6.3	13.0
O=C(COC(=O)COc1ccccc1F)NCc1ccco1	5.0	-5.3	16.2	-25.9	8.0	-28.0	7.1	-0.3	-9.8	-2.1	4.9
Cc1ccc2oc(C(=O)N(C)CCC(O)c3ccccc3)c(C)c2c1 (stereo unspecified)	-11.7	-29.2	-42.3	-31.4	-8.4	-19.9	-1.9	1.0	3.8	-18.5	-13.6
CCN(C(=O)COC(=O)/C=C/c1cccc([N+](=O)[O-])c1)c1ccccc1	-8.3	-8.0	-9.0	-29.5	-7.7	9.6	-4.1	-3.4	-6.6	4.1	17.4
CCOC(=O)C1CCCN(S(=O)(=O)c2ccc(S(=O)(=O)N(CC)CC)cc2)C1 (stereo unspecified)	43.3	84.8	26.6	22.2	-22.5	68.0*	14.3	-9.7	48.4	7.2	25.9
CCCC12CN3CC(C)(CN(C1)C3c1cccs1)C2=O (stereo unspecified)	9.1	-3.9	6.2	-5.5	.	1.9	7.9	7.8	-1.1	-3.1	7.0
COc1ccc(-n2cnnc2SCC(=O)N2CCN(c3ccccc3)CC2)cc1	1.7	5.3	-9.2	-5.7	-2.0	-4.5	-12.2	-7.3	-5.9	4.3	1.5
O=C(NCC1CCCO1)c1cc2c(s1)CS(=O)(=O)C2 (stereo unspecified)	21.8	-4.1	12.8	-10.7	4.3	-6.7	-1.3	8.2	-2.5	-4.3	-0.4
C/C(=N/NC(=O)c1cn(-c2cccc(C)n2)cn1)c1ccc(C)cc1	12.4	-0.8	-16.6	10.2	1.7	-16.3	4.9	1.5	-11.8	6.7	20.8
CCOC(=O)c1c(NC(=O)COC(=O)c2ncc(Cl)c(Cl)c2Cl)sc(C(=O)N(C)C)c1C	10.7	-10.9	-19.0	7.7	-2.6	.	17.6	-10.7	7.3	-5.5	-10.0
COc1ccc(S(=O)(=O)N(C)C[C@H]2OCCCC[C@@H](C)Oc3ccc(NC(=O)CCC(F)(F)F)cc3C(=O)N([C@H](C)CO)C[C@@H]2C)cc1	-11.3	-23.1	5.3	7.5	-0.6	-15.1	0.4	-1.5	8.0	0.7	2.4
NC(=O)CSc1nc2c(sc3ccccc32)c(=O)n1CCCN1CCOCC1	1.4	10.1	-24.2	-20.4	-6.2	-11.1	-5.3	-3.4	-10.9	7.5	12.9
COc1ccc(-c2cc(-c3n[nH]c(=S)n3-c3cc(OC)ccc3OC)[nH]n2)cc1	-13.0	-27.6	-3.5	8.9	2.4	1.4	-4.4	1.3	1.3	-11.6	-6.4
CNc1nc(C)cc(C)c1S(=O)(=O)c1ccc(Cl)cc1	3.9	24.9	11.6	15.2	5.1	5.4	-5.5	9.3	0.3	1.5	12.7
COc1cc(C(=O)NCc2cccc3ccccc23)cc(Cl)c1OC	-8.9	1.6	10.7	-25.1	11.4	4.8	6.3	1.8	-8.5	-4.9	6.7
COc1ccc(Cl)cc1S(=O)(=O)Nc1ncn[nH]1	4.7	-15.2	4.6	-4.9	-4.7	1.3	20.0	-3.2	-5.8	-1.7	3.8
Cc1ccc(O)c(NC(=O)C2CC(c3cccc(Br)c3)=NO2)c1 (stereo unspecified)	-17.3	13.2	-1.4	2.4	3.3	9.0	6.0	-7.6	23.9	6.5	-7.2
CCN1C(=O)[C@H]2[C@@H](c3ccc(C)cc3)N3C(=O)N(c4cccc(Cl)c4)C(=O)[C@@]3(CC)[C@H]2C1=O	-6.5	4.0	-0.4	-3.7	-6.4	6.6	15.4	1.7	-0.3	2.6	3.3
CCOc1ccccc1NC(=O)c1ccc2c(c1)C(=O)N(CC1CCCO1)C2=O (stereo unspecified)	23.1	-20.3	-2.6	4.8	10.2	-18.1	-41.2	28.8	24.2	-25.1	-0.2
Cc1[nH][nH]c(=O)c1C(c1ccc(-c2ccc(Cl)c(C(=O)O)c2)o1)c1c(C)[nH][nH]c1=O	-8.2	7.4	13.1	16.8	7.1	-8.9	2.8	-1.8	-3.9	-2.5	10.0
O=C(Nc1cc(Cl)cc(Cl)c1)C(c1ccccc1)N1CCCCC1 (stereo unspecified)	13.9	14.6	-4.4	-14.0	1.8	10.3	24.9	10.9	10.2	14.5	14.6
Cc1ccc(CC(=O)O/N=C(\N)c2ccncc2)cc1	21.4	-0.3	-19.1	-21.4	4.8	-10.8	21.3	13.7	24.1	-1.0	-5.6
Cc1ccc(-c2nc(S(=O)(=O)c3ccc(C)cc3)c(SCC(=O)NCC3CCCO3)o2)cc1 (stereo unspecified)	-4.1	-4.1	7.0	-0.3	-3.5	-26.6	0.6	-6.1	-6.6	-4.7	-16.5
COc1cc(OC)c(NS(=O)(=O)c2c(C)[nH]c(=O)[nH]c2=O)cc1Cl	6.2	-4.9	28.7	-6.8	-1.5	-1.7	-6.6	-0.3	1.2	-2.7	10.3
C[C@@H](NS(=O)(=O)c1cc(Cl)ccc1F)[C@H](O)c1ccccc1	10.2	7.0	2.6	-9.3	-3.4	0.3	-1.8	19.6	0.7	11.1	18.4
O=C(/C=C/Nc1ccccc1)c1ccc(Oc2ncccn2)cc1	-132.3	-58.3	-12.7	.	-20.2	-21.8	-2.5	-7.5	13.3	-68.1	-114.6
O=C(CCn1ccc([N+](=O)[O-])n1)Nc1nccs1	9.8	-4.6	-11.3	-0.2	-2.2	4.7	-0.4	7.2	-7.0	-51.0	7.1
O=C(O)C1C2CCC(O2)C1C(=O)Nc1ccc(Cl)cc1F (stereo unspecified)	-5.5	-15.8	-5.9	0.8	-8.0	-18.7	-14.6	-4.8	-1.4	-7.8	2.1
NC(=O)CC(NC(=O)Cc1cccc2ccccc12)c1ccc(N2CCCCCC2)c([N+](=O)[O-])c1 (stereo unspecified)	13.3	10.5	-9.3	-4.4	-1.7	-3.4	-7.3	-9.5	-5.9	-4.4	7.5
CCc1ccccc1N(C(=O)c1ccco1)C(C(=O)NC1CCCC1)c1cccnc1 (stereo unspecified)	0.1	12.5	17.5	-0.8	-8.7	-4.7	-7.9	2.7	-16.0	-26.3	4.0
O=C(CN1C(=O)c2ccccc2S1(=O)=O)NC(Nc1ccccc1F)C(Cl)(Cl)Cl (stereo unspecified)	-4.6	-0.8	2.2	-2.0	7.4	8.4	-8.3	15.3	-3.0	-0.5	-0.5
NC(=O)c1ccc(NC(=O)C2COc3ccccc3O2)cc1 (stereo unspecified)	-5.4	5.8	14.4	-2.1	-1.9	-3.5	4.0	-11.2	0.2	-2.8	-10.4
O=C(Nc1ccc2c(c1)N(S(=O)(=O)c1cccs1)CCC2)c1c(F)cccc1Cl	7.3	19.9	-5.1	-17.9	-1.7	7.9	-1.4	1.4	0.9	0.2	-5.9
O=C(NCCc1ccccc1Cl)C1CCC(=O)N(C2CCCCCC2)C1 (stereo unspecified)	10.7	-5.2	1.4	-6.9	-1.8	-19.7	4.8	-12.9	-5.6	-16.4	16.3
NC(=O)c1c(/N=C/c2cccnc2)sc2c1CCCC2	-32.4	-33.4	9.4	-50.2	.	-22.6	-5.4	13.9	-1.4	-1.8	13.3
CCN(CC)c1ccc(O)c(C=Nc2ccc(C)c(C)c2)c1	1.3	12.9	-3.3	10.0	-3.3	-13.7	-7.6	7.4	-0.4	-7.4	7.1
Cc1cc(C)n(CC(C)(O)c2ccccc2)n1 (stereo unspecified)	-0.1	10.2	-8.1	-19.5	-3.6	8.2	-1.3	9.5	-23.0	3.3	-6.3
CCN(CC)S(=O)(=O)c1ccc(C)c(NC(=O)COc2ccc3c(C)cc(=O)oc3c2)c1	11.7	14.6	-4.2	2.7	2.6	-1.1	-6.2	5.0	5.3	5.5	13.9

Source: PubChem

An excerpt; count on the stated rates, not on these rows.
